IMPase Li inh: qHTS Assay for Identifying the Cell-Membrane Permeable IMPase Inhibitors: Potentiation with Lithium; CHO-M1 cells, IP1 TR-FRET (IP-One), carbachol + lithium; Potency, µM (top dose mostly 59.4 µM), without a hit: at the top dose activity, negative = IMPase inhibition, most hits filed as inhibitors; 210,000 tested, 0.35% active;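 also: IP1 builds up when IMPase is blocked and the TR-FRET signal falls; plate controls were basal vehicle for no effect and high inhibitor control for full effect; nearly all actives have a fitted effect of over 50% in size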
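CHO cells stably expressing M1 receptor (2000/well) were cultured 16–30 h, then exposed to compounds with a small lithium addition for 30 min at 37C. IP1 was measured by TR-FRET competition; AC50 from Hill fits.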
RGS12 GoLoco inh: qHTS Assay for Inhibitors of RGS12 GoLoco Motif Activity (Red Fluorophore) | AID 880, 2007 | Guanine nucleotide-binding protein G(i) subunit alpha-1 (Homo sapiens), P63096 | Potency, µM (series often up to 61.6 µM), for inactives: at the highest dose activity, negative = inhibition, hits mostly inhibitors | Gai1:RGS12 GoLoco peptide FP, rhodamine, 10 min | 230,000 tested, 0.44% active; active = well fitted inhibition curve with a large enough effect, not every such curve was filed as active; inactive = no such curve, though single readings can be large or run the other way; also: % is scaled to controls: 0 for no effect and ±100 for the full control effect; nearly all actives have a fitted effect of over 30% in size; many of its hits are not listed in these tables
Target sequence (P63096 whole entry, looked up): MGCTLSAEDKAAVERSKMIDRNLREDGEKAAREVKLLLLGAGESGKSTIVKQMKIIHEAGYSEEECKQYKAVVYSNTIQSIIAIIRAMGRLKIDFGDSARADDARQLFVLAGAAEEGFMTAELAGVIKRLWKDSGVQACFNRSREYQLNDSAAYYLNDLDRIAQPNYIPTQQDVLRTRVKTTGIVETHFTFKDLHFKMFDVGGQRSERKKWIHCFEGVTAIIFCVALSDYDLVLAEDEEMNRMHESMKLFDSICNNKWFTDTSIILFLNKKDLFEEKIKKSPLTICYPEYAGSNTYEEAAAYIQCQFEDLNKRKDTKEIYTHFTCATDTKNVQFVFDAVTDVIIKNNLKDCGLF
HttQ103 aggreg: qHTS Multiplex Assay to Identify Dual Action Probes in a Cell Model of Huntington: Aggregate Formation (GFP); PC12 HttQ103-GFP aggregates, Acumen cytometry, 40 h; Potency, µM (titrated, usually from 46.1 µM), for the others: at the highest dose activity change, negative = inhibition, usual class: inhibitors; 220,000 tested, 1.1% active; AID 1688, 2009; also: % is scaled to controls: 0 for no effect and ±100 for the full control effect; nearly all actives have a fitted effect of over 60% in size
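Using laser scanning cytometry, GFP-positive aggregates were counted after lysis of PC12 cells induced with 100 nM tebufenozide to express HTT exon 1 Q103–GFP. Compounds were tested in titration.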
GAA glycogen mod: qHTS Assay for Inhibitors and Activators of Human alpha-Glucosidase Cleavage of Glycogen. recombinant GAA, glycogen substrate, Amplex Red glucose oxidase fluorescence. 300,000 tested, 0.38% active. Lysosomal alpha-glucosidase (Homo sapiens), P10253. Potency, µM (titrated, usually from 76.4 µM), for the others: top-dose activity change, negative = inhibition, actives largely listed as inhibitors;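 also: 0% = full enzyme reaction and -100% = no-enzyme basal signal; the screen sought inhibitors and activators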
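Recombinant enzyme (4 nM final) with compounds titrated up to 77 uM and bovine liver glycogen (30 ug) in citrate pH 5.0, 0.01% Tween-20, 37 C 40 min. Released glucose detected by Amplex Red/glucose oxidase (Ex 573/Em 610); AC50 from Hill fits.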
GAA spleen mod: qHTS Assay for Inhibitors and Activators of Human alpha-Glucosidase From Spleen Homogenate; 240,000 tested, 0.006% active; human spleen homogenate, 4-MU-alpha-glucoside fluorescence; AID 2112, 2009; Lysosomal alpha-glucosidase (Homo sapiens), P10253; Potency, µM (top dose mostly 79.9 µM), for inactives: at the highest dose activity change, negative = inhibition, usual class: inhibitors;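 also: 0% = enzyme with vehicle and -100% = no enzyme basal signal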
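AC50 values come from Hill-equation fits of concentration-response data, normalized to no-enzyme and full-activity controls. Enzyme source: 1 ug human spleen homogenate; 1 mM fluorogenic 4-MU glucoside, pH 5.0 citrate buffer, 37 C, 40 min.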
HTT ATP protect: qHTS Multiplex Assay to Identify Dual Action Probes in a Cell Model of Huntington: Cytoprotection (ATP) | PC12 HTT-Q103 induced, cytoprotection, ATP luminescence, 40 h | Potency, µM (doses to about 56.4 µM), for inactives: cytoprotection (ATP increase), most hits filed as activators | 230,000 tested, 0.14% active | AID 1471, 2008;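 also: % of control where 0% means no effect; nearly all actives have a fitted effect of over 45% in size; toxic huntingtin expression switched on by the ecdysone agonist tebufenozide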
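Readout: ATPlite luminescence (ATP level). Model: stable PC12, inducible Htt exon1 Q103-GFP. Inducer: tebufenozide, 100 nM final. Compounds: dose series. No G418 in medium.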
GAA inhib: qHTS Assay for Inhibitors of Human alpha-Glucosidase as a Potential Chaperone Treatment of Pompe Disease; 200,000 tested, 0.005% active; Lysosomal alpha-glucosidase (Homo sapiens), P10253; Potency, µM (top dose mostly 76.9 µM), without a hit: at the top dose activity change, negative = inhibition, hits mostly inhibitors; purified human GAA, 4-MU-alpha-glucoside fluorescence;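 also: plate controls were uninhibited enzyme wells for no effect and no-enzyme background for full effect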
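Fluorescence at Ex 365/Em 440 nm from 4-methylumbelliferone reported enzyme activity after 20 min at room temperature. Reactions used 4 nM enzyme and 400 uM substrate at pH 5.0; curves fitted with the Hill equation.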
* hit, by the source's call; u = inconclusive; x = not tested or not shown; & = joins results of further samples; ! = not confirmed by another sample; [ ] = remark or other dose. Unless noted, calls follow the shape of the dose curve; as a rule, active = well fitted curve in the direction sought with a large enough effect; inconclusive = small, poorly fitted or top-dose-only effect, or another doubt; inactive = no such curve, though single readings can be large; an effect the other way counts as inactive or inconclusive. Potency is read from the fitted curve at half-maximal effect. A portion of the library; count on the stated rates, not on these rows.

SMILES	IMPase Li inh	RGS12 GoLoco inh	HttQ103 aggreg	GAA glycogen mod	GAA spleen mod	HTT ATP protect	GAA inhib
COc1c2c(c3c(c1CCC(=O)O)OC(C)(C)C=C3)OC(C)(C)C=C2	3%	-15%[14.2 µM]	x	x	x	-13%[10 µM]	x
N#C/C(=C(/O)c1ccc([N+](=O)[O-])cc1)c1nc2ccccc2[nH]1	x	-9%	-9%[9.22 µM]	2%	-5%	-21%[10 µM]	x
CC12CN3CC(C)(CN(C1)C3c1ccccc1Cl)C2O (configuration not stated)	1%	11%	3%	4%	0%	6%[10 µM]	2%
C/C(=N/Nc1nc(-c2ccccc2)cc(-c2ccc(F)cc2)n1)c1cccc(N)c1	11%	12%	u	u	-11%	-7%[10 µM]	1%
COc1cccc(C(C)NC(=O)Nc2cccc(C(F)(F)F)c2)c1 (configuration not stated)	27%[38.3 µM]	-7%	u	-1%	-1%	-9%	1%
Cc1ccc(S(=O)(=O)NCC2CCC(C(=O)NCc3cccs3)CC2)cc1 (configuration not stated)	-3%	-1%	-10%	4%	2%	-11%	-1%
COc1ccc(N2CCN(C(=O)Cn3nnc(-c4ccc(N(C)C)cc4)n3)CC2)cc1	-1%	-1%	-10%	5%	1%	1%	-4%
O=C(NCCCn1ccnc1)c1cc(S(=O)(=O)N2CCOCC2)ccc1F	4%	10%	0%	-6%	1%	-20%	-1%
COc1cccc(C(=O)NCc2n[nH]c(=S)n2-c2cccc(C)c2)c1	4%[38.3 µM]	0%	12%	-3%	2%	-26%	u
COCCNC(=S)N/N=C(\C)CCc1ccc2c(c1)OCO2	-4%	7%	u	-17%	5%	23%[10 µM]	3%
Nc1nnc(CC(=O)N/N=C/c2ccc(-c3cccc(C(=O)O)c3)o2)s1	x	-2%	-15%[9.22 µM]	5%	-6%	-3%[10 µM]	x
C=CCn1c(C(CC(C)C)CC(C)O)n[nH]c1=S (configuration not stated)	0%	14%	9%	-11%	8%	18%[10 µM]	4%
C[C@@H](SCc1ccccc1)C(=O)O	-1%	0%[14.2 µM]	x	x	x	2%[10 µM]	x
COc1ccc2c(c1)c(=O)oc1cc(OCC(=O)N3CCCC(C)C3)ccc12 (configuration not stated)	39%[38.3 µM]	2%	u	4%	0%	11%[10 µM]	u
Cc1cc(C(F)F)n2ncc(C(=O)NCc3ccccc3)c2n1	-12%[38.3 µM]	5%	3%	-4%	1%	-27%[10 µM]	-1%
Cc1ccc(C)c(OCC(=O)Nc2c[nH]c(=O)[nH]c2=O)c1	-4%	2%	-19%	10%	2%	11%[10 µM]	-3%
NC(=O)c1ncn(C2OC(CO)C(O)C2O)n1 (configuration not stated)	-7%	-22%	0%	x	14%	-66%[inhibitor]	x
CC1(C)C([N+](=O)[O-])C(c2ccc(Cl)cc2)NC(c2ccc(Cl)cc2)C1[N+](=O)[O-] (configuration not stated)	15%	-10%	8%	-4%	5%	0%[10 µM]	0%
c1ccc(OCCOCCN2CCOCC2)cc1	31%[activator][38.3 µM]	8%	12%[9.22 µM]	5%	7%	1%	3%
COc1ccccc1CNC(=O)CCn1c(=O)sc2ccccc21	9%	-4%	0%	1%	3%	-3%[10 µM]	2%
COc1ccc(C(=O)NC2CCCc3ccccc32)cc1S(=O)(=O)N1CCOCC1 (configuration not stated)	4%	2%	3%	-7%	-4%	3%	3%
CC(Nc1ccccc1)C(=O)Nc1ccc(F)cc1 (configuration not stated)	24%[38.3 µM]	-13%	21%[9.22 µM]	8%	4%	2%	3%
O=C(/C=C/c1ccco1)NC(=S)Nc1ccc(N2CCOCC2)c(Cl)c1	4%[38.3 µM]	-4%	13%	12%	-8%	-24%	-1%
COC(=O)c1ccc(/C=C/c2ccc3cccc(OC)c3n2)cc1	-26%	15%	26%	3%	16%	20%[10 µM]	-5%
O=C(COc1ccc(Cl)cc1)N1CCN(Cc2ccc3c(c2)OCO3)CC1	9%&2%	22µM*!	30%	0%	-3%	-2%	x
O=c1[nH]cnc2nc[nH]c12	-7%	92%[activator]	21%	x	-4%	7%	x
COc1cccc(NC(=O)c2cccnc2)c1	-7%[38.3 µM]	6%	8%	-1%	-1%	-14%	0%
CCC(C)(C)c1ccc(OCCCC[n+]2cccc(C)c2C)c(C(C)(C)CC)c1	x	2%	-31%[9.22 µM]	0%	4%	-51%[inhibitor][10 µM]	-9%[15.4 µM]
S=c1[nH]nc(Nc2ccccc2Cl)s1	6%	-8%	2%	u	-13%	-22%	-4%
O=C(c1ccccc1)N1CCN(C(=O)c2ccc3c(c2)OCCO3)CC1	7%	2%	-4%	-5%	-11%	9%[10 µM]	-1%
CCOC(=O)N1CCN(S(=O)(=O)c2ccc3c(c2)oc(=O)n3C)CC1	7%[38.3 µM]	21%	-11%	-4%	-10%	-13%	-1%
C=CCn1c(Sc2ncc([N+](=O)[O-])s2)n[nH]c1=O	x	-8%	u	4%	-6%	-98%[inhibitor][10 µM]	-4%
[O-]/[N+](=N\O)c1ccccc1	5%	-38%	x	x	-1%	-2%	x
Cc1ccc2c(CN3CCN(Cc4ccc5c(c4)OCO5)CC3)cc(=O)oc2c1C	37%[activator][38.3 µM]	13%	-8%	-9%	-6%	-56%[inhibitor]	u
COc1ccc(N2C(=O)CC(S/C(N)=N/N=C/c3ccnc4ccccc34)C2=O)cc1 (configuration not stated)	3%	2%	-10%	11%	3%	9%[10 µM]	-13%
CCNC(=S)N1N=C2c3ccccc3CCC2C1c1ccc(F)cc1 (configuration not stated)	x	5%	2%[9.22 µM]	0%	-3%	-3%[10 µM]	x
COc1ccc(OCCNC2CCCC2)cc1	-1%	13%	8%	18%	-1%	2%[10 µM]	1%
O=C(Nc1cccc(-c2cn3cccnc3n2)c1)c1ccc(Br)o1	-8%[38.3 µM]	6%	15%	-5%	9%	-18%	u
CC(=O)N=c1sc2nc3ccccc3nc2n1N(C(C)=O)C(C)=O	13µM*	-31%	-3%	-15%	-20%	-16%	-4%
Clc1ccccc1COc1ccc(/C=N/n2cnnc2)cc1	8%	-5%	16%	8%	-1%	25%[10 µM]	-4%
CCOC(=O)c1cccc(NC(=O)CSc2nnc(-c3cccnc3)n2CC)c1	24%[38.3 µM]	0%	13%	-14%	5%	12%[10 µM]	4%
CC(C)C(C(=O)NC(C)(C)C)N1C(=O)c2ccccc2C1=O (configuration not stated)	15%[38.3 µM]	4%	1%	2%	-8%	31%	-2%
C[C@]1(O)CC[C@H]2[C@H]3CC=C4N5CCN=C5CC[C@@]4(C)[C@H]3CC[C@@]21C	5%	5%[14.2 µM]	x	x	x	24%[10 µM]	x
O=C(CCn1c(=O)c2ccccc2n(Cc2cc(=O)n3ccccc3n2)c1=O)NCc1ccco1	-1%	9%	9%	-16%	-2%	x	-5%
CSc1c(CC(=O)Nc2ccccc2Cl)n(Cc2ccccc2)c2ccccc12	32%[activator][38.3 µM]	-11%	5%	10%	-3%	-15%	-6%
N=C(N)SCc1cn(-c2ccccc2)nc1-c1ccc(Br)cc1	23%	2%	-18%	2%	11%	-2%	-9%
Cc1nc(Nc2cccc(C(C)O)c2)c2nnn(Cc3ccc(F)cc3)c2n1 (configuration not stated)	4%	14%	1%[9.22 µM]	-7%	3%	-19%[10 µM]	9%
COc1ncccc1-c1nnn(-c2ccc(Cl)c(Cl)c2)n1	9%	1%	5%[9.22 µM]	14%	-2%	-3%[10 µM]	x
O=[N+]([O-])c1ccccc1-n1cnc2ccccc21	9%	11%	5%[9.22 µM]	16%	-3%	8%[10 µM]	-4%
Cc1ccc(C(=O)N/C(=C\c2cn(C)c3ccccc23)C(=O)OCCN(C)C)cc1	x	-1%	11%[9.22 µM]	-2%	-5%	2%[10 µM]	-11%
CCOC(=O)c1[nH]c2ccc(F)cc2c1NC(=O)c1cc(OC)c(OC)c(OC)c1	-11%	-2%	5%	6%	-20%	-30%[0.074 µM]	-12%
